NCI-60 one-dose screen, 48 h, at 10 µM unless noted. Numbers give growth in % (100 = growth as untreated, 0 = no growth, -100 = all killed).
EKVX = EKVX NSCLC; 71,000 compounds, 3% hits; AID 1794765
M14 = M14 melanoma; 80,000 compounds, 6.2% hits; AID 1794745
SK-MEL-2 = SK-MEL-2 melanoma; 77,000 compounds, 4.7% hits
A549/ATCC = A549/ATCC NSCLC; 81,000 compounds, 3.7% hits
HOP-92 = HOP-92 NSCLC cells. 71,000 compounds, 6.3% hits
SK-MEL-5 = SK-MEL-5 melanoma | 80,000 compounds, 6.4% hits
HOP-62 = HOP-62 NSCLC; 80,000 compounds, 3.9% hits; AID 1794735
SK-MEL-28 = SK-MEL-28 melanoma | 81,000 compounds, 4.1% hits
Starred values were filed as active, the others as inactive; x = not tested or not shown; [ ] = remark or other dose. How the source made its calls: active means growth percent below 10; inactive means the rest. The order is random. About 11% of those tested had a hit in this group.

Screens by letter – A = EKVX; B = M14; C = SK-MEL-2; D = A549/ATCC; E = HOP-92; F = SK-MEL-5; G = HOP-62; H = SK-MEL-28
O=C(CSc1nc2ccccc2c(=O)n1-c1ccccc1)Nc1ccc(C(=O)/C=C/c2ccc([N+](=O)[O-])cc2)cc1
  A: 99; B: 104; C: 101; D: 95; E: 107; F: 96; G: 101; H: 104

Cc1cc(=O)n2c(C(=O)N/N=C/c3ccccn3)nn(-c3ccc(S(N)(=O)=O)cc3)c2n1
  A: 97; B: 103; C: 101; D: 98; E: 93; F: 102; G: 104; H: 104

O=C1CC(c2nc3ccccc3n2Cc2ccc(Cl)cc2)CN1c1ccc(F)cc1 (stereo unspecified)
  A: x; B: 100; C: 94; D: 82; E: x; F: 94; G: 113; H: 104

CN1C(=O)/C(=C/c2ccco2)S/C1=N/c1nccs1
  A: 92; B: 117; C: 108; D: 107; E: 114; F: 99; G: 108; H: 112

FC(F)(F)c1ccc(-c2cnc(-c3nn[nH]n3)nc2NC2CCCCCC2)cc1
  A: x; B: 53[50 µM]; C: 47[50 µM]; D: 81[50 µM]; E: -8.3*[50 µM]; F: 71[50 µM]; G: 64[50 µM]; H: 74[50 µM]

COc1ccc(C2(Cl)c3ccccc3N(c3ccccc3)c3ccccc32)cc1
  A: 0.1*; B: -55*; C: -40*; D: 9.2*; E: -15*; F: -87*; G: 8.4*; H: -75*

C=CCn1c(SCC(=O)Nc2cccc(C(=O)/C=C/c3ccccc3)c2)nc2ccccc2c1=O
  A: 99; B: 77; C: x; D: 83; E: 76; F: 99; G: 113; H: 95

CC/C(=C(\c1ccc(OCCN2CCCCCC2)cc1)c1ccc(OC(=O)Cc2ccccc2)cc1)c1ccc(Cl)cc1
  A: 95; B: 87; C: x; D: 102; E: 105; F: 105; G: 112; H: 108

COc1cc(Nc2ncccc2NC(=O)c2cn(Cc3cccc(Oc4ccccc4)c3)nn2)cc(OC)c1OC
  A: 80; B: 75; C: 107; D: 90; E: 95; F: 52; G: 96; H: 93

COc1cc(CNC2=NCCC2)cc(OC)c1OC
  A: 97; B: 90; C: 112; D: 102; E: 82; F: 96; G: 82; H: 106

COc1ccc(/C=C2/N=C(C)OC2=O)cc1OC
  A: 101; B: 100; C: 112; D: 94; E: x; F: 107; G: 103; H: 111

COc1cc(C(=O)C[n+]2cccc3cc[nH]c32)cc(OC)c1OC
  A: 95; B: 98; C: 98; D: 107; E: 96; F: 99; G: 96; H: 105

Cc1ccc(S(=O)(=O)c2nc(-c3ccccc3)oc2SCc2ccccc2)cc1
  A: 83; B: 97; C: 81; D: 80; E: 65; F: 86; G: 94; H: 109

S=C(S)Oc1cccc2cccnc12
  A: 115; B: 105; C: 105; D: 99; E: x; F: 110; G: 110; H: 109

O=C(O)C1=CC2C=C(Cl)C=CC2OC1=O (stereo unspecified)
  A: 103; B: 97; C: 99; D: 100; E: x; F: 109; G: 88; H: 98

CC(=O)Nc1cccc(OCCCOc2ccc([N+](=O)[O-])cc2)c1
  A: 95; B: 109; C: 106; D: 97; E: 95; F: 107; G: 97; H: 119

CN1C(=O)N(C)C2C1NN=c1s/c(=C\c3ccccc3F)c(=O)n12 (stereo unspecified)
  A: 48; B: 9.5*; C: 42; D: 21; E: 77; F: 17; G: 33; H: 47

CC(C)(C)OC(=O)N1CCC[C@]2(C)[C@H]3C=CC4=C5C[C@](C)(CO)CC[C@]5(C)CC[C@@]4(C)[C@]3(C)CC[C@H]2C1(C)C
  A: 107; B: x; C: 107; D: 110; E: 103; F: 103; G: 104; H: 106

Fc1ccc(Nc2ccc3c(OCCCN4CCOCC4)cccc3n2)cc1F
  A: 81; B: 69; C: 95; D: 75; E: 64; F: x; G: 90; H: 80

c1cc2c(cc1CC1CO1)OCO2 (stereo unspecified)
  A: 107; B: 106; C: 79; D: 80; E: 103; F: 95; G: 97; H: 104

C/C(=N\Nc1cccc(Cl)n1)c1ccccn1
  A: 5.6*; B: -24*; C: 21; D: 9.2*; E: 40; F: -52*; G: x; H: 14

O=Cc1c([O-])on[n+]1-c1ccc(Cl)cc1
  A: x; B: 99; C: 111; D: 101; E: x; F: 104; G: 92; H: 122

O=C1[C@@H]2Cc3c([nH]c4ccccc34)[C@H](c3ccc(Br)cc3)N2C(=O)CN1C1CCN(Cc2c(Cl)cccc2Cl)CC1
  A: 88; B: 93; C: 100; D: 93; E: 94; F: 96; G: 92; H: 111

O=C(O)Cc1c(-c2ccccc2)nc(=S)[nH]c1-c1[nH]c(=S)nc(-c2ccccc2)c1CC(=O)O
  A: 87; B: 103; C: 115; D: 113; E: 90; F: 100; G: 101; H: 101

COc1ccc(OC)c(NC2=C(Cl)C(=O)C(C)=C(C)C2=O)c1
  A: 77; B: 98; C: 96; D: 101; E: 97; F: 90; G: 92; H: 108

COc1ccc(C2=NN(C=O)C(c3sc(Cl)nc3Cl)C2)cc1 (stereo unspecified)
  A: x; B: 92; C: 96; D: 92; E: x; F: 101; G: 92; H: 105

N#Cc1c(-c2ccccc2)cc(-c2ccccc2)n(CCCCCCC(=O)NO)c1=O
  A: 87; B: 56; C: 91; D: 54; E: 58; F: 51; G: 58; H: 80

Clc1ccc(-c2nc(-c3c[nH]c4ncccc34)cs2)cc1
  A: 35[100 µM]; B: 70[100 µM]; C: 72[100 µM]; D: 55[100 µM]; E: -42*[100 µM]; F: 84[100 µM]; G: 6.8*[100 µM]; H: 94[100 µM]

O=C(CCCCl)Nc1nc(-c2ccccc2)nc2c1sc(=S)n2-c1ccccc1
  A: 97; B: 97; C: 110; D: 91; E: 86; F: 91; G: 90; H: 105

Cc1ccc2nc(-c3nc(-c4ccccc4)n4ccccc34)[nH]c2c1
  A: x; B: 86; C: 84; D: 82; E: x; F: 67; G: 95; H: 103

C=C1C(=O)O[C@H]2[C@H]1CC/C(COC(=O)NCc1cn(C)c3ccccc13)=C\CC[C@@]1(C)O[C@@H]21
  A: 30; B: -42*; C: -2.8*; D: 21; E: x; F: 11; G: 33; H: -15*

CCC1Cc2ccc(OCCN(C)C)cc2C1=O (stereo unspecified)
  A: 97; B: 95; C: 93; D: 88; E: 94; F: 101; G: 89; H: 102

O=C(O)Cc1ccc2c3c(cccc13)CC2
  A: 94; B: 94; C: 103; D: 100; E: 100; F: 98; G: 97; H: 93

Nc1nnc(CSCc2ccc(F)cc2)s1
  A: 102; B: 104; C: 103; D: 90; E: 102; F: 109; G: 104; H: 105

S=c1[nH]c2c(-c3ccccc3)cccc2s1
  A: 109; B: x; C: 102; D: 99; E: 100; F: 95; G: 105; H: 112

CC[N+]1(CC)CC[N+](CC)(CC)CC1
  A: x; B: 127; C: 140; D: 92; E: 103; F: 102; G: 103; H: 106

CCN(CC)CCC(=O)c1cccc2ccccc12
  A: 100; B: 111; C: 114; D: 99; E: 99; F: 114; G: 112; H: 111

N=C(N)c1ccc(-c2ccc(F)cc2)cn1
  A: 95; B: 99; C: 104; D: 103; E: 61; F: 96; G: 93; H: 100

CCOC(=O)C1CC2OC2CC1C(=O)OCC (stereo unspecified)
  A: 101; B: 109; C: 108; D: 102; E: 132; F: 112; G: 107; H: 113

Clc1ccccc1Cc1cn2cc(-c3ccc(Br)cc3)nc2s1
  A: 79; B: 85; C: 119; D: 90; E: 78; F: 90; G: 92; H: 96

CC(=O)C(N=Nc1ccc(S(=O)(=O)Nc2nccs2)cc1)C(=O)Nc1ccc(Cl)cc1 (stereo unspecified)
  A: x; B: 105; C: 88; D: 96; E: x; F: 101; G: 94; H: 107

O=c1[nH][nH]c(Nc2ccccc2)c1N=Nc1ccc(Cl)cc1
  A: 82; B: 104; C: 103; D: 92; E: 76; F: x; G: 110; H: 115

CCCCCCCCCC/C=C\C(=O)O
  A: x; B: 114; C: 97; D: 99; E: 97; F: 108; G: 113; H: 111

O=C(Nc1cc(Cl)cc(Cl)c1)Nc1ccc2c(ccn2C(=O)c2cccc(F)c2)c1
  A: 86; B: x; C: 96; D: 88; E: 79; F: 92; G: 98; H: 96

CC(=O)Nc1cccc(Nc2c(C#N)cnc3ccc(NC(N)=O)cc23)c1
  A: 106; B: 91; C: 91; D: 100; E: x; F: 103; G: 101; H: 94

O=C1CSC(=S)N1Cc1cccs1
  A: 112; B: 103; C: 96; D: 98; E: 96; F: x; G: 126; H: 111

Cc1nn(CC(O)c2ccccc2)c(N)c1C(=O)N/N=C\c1ccc(OC(F)F)c(Oc2ccccc2)c1 (stereo unspecified)
  A: x; B: 102; C: 105; D: 91; E: 95; F: 89; G: 101; H: 102

COc1ccc(-c2c(N)n[nH]c2-c2ccc(OC)cc2O)cc1
  A: 88; B: 110; C: 93; D: 97; E: 91; F: 110; G: 100; H: 118

N#Cc1cnc2c(C#N)c(Nc3ccccc3)nn2c1-c1ccc(Br)cc1
  A: 88; B: 99; C: 112; D: 94; E: 86; F: 97; G: 87; H: 94

O=c1c2cc3ccncc3n2c(=O)c2cc3ccccc3n12
  A: x; B: 100; C: 101; D: 98; E: 100; F: 96; G: 91; H: 112

(cont.)
Screens by letter – A = EKVX; B = M14; C = SK-MEL-2; D = A549/ATCC; E = HOP-92; F = SK-MEL-5; G = HOP-62; H = SK-MEL-28
Nc1nn(C(=O)c2ccncc2)cc1-c1ccccc1
  A: 98; B: 102; C: 89; D: 94; E: 86; F: 113; G: 97; H: 105

COc1ccc2c(c1)Cc1cc(NC(=O)c3ccccc3-c3ccccc3C(=O)O)ccc1-2
  A: 101; B: 115; C: 124; D: 100; E: 95; F: 93; G: 96; H: 96

NC(=S)N/N=C(/c1ccccc1)c1ccccc1N
  A: 66; B: 88; C: 103; D: 87; E: 102; F: 92; G: 98; H: 109

N#Cc1ccc(-n2cnc(NC(=O)[C@H]3CCN(C#N)C3)c2)cc1
  A: 20; B: 29; C: -32*; D: 24; E: 42; F: 12; G: 23; H: 36

Cc1nn(-c2ccccc2)c(-n2ccnc2)c1/C=N/Nc1nc(-c2ccccc2)cs1
  A: 79; B: 101; C: 98; D: 96; E: 53; F: 83; G: 96; H: 98

Cc1nn(-c2ccccc2)c(Oc2ccccc2)c1-c1nc2ccc(C(=O)O)cc2[nH]1
  A: 113; B: 106; C: 122; D: 98; E: 99; F: 101; G: 99; H: 109

Cc1c(C(=O)/C=C/Nc2ccccc2C(=O)O)sc2nc3ccccc3n12
  A: 111; B: 98; C: 118; D: 111; E: 117; F: 103; G: 111; H: 107

COc1ccc(-c2nc(N/N=C/c3ccccc3Br)nc(N3CCOCC3)c2C#N)cc1
  A: 99; B: 113; C: 108; D: 101; E: 104; F: 113; G: 106; H: 116

Oc1ccc(-c2nc3cc4nc5ccccc5[nH]c4cc3n2)cc1
  A: 109; B: 110; C: 109; D: 99; E: 84; F: 91; G: 96; H: 117

O=C(OCCO)N1CCN(CCO)CC1
  A: 99; B: 106; C: 102; D: 101; E: 94; F: 103; G: 101; H: 111

COc1cccc2nc(Nc3ccc(NC(=O)c4ccc5ncccc5c4)cc3)ccc12
  A: 88; B: 93; C: 115; D: 78; E: 111; F: 81; G: 92; H: 74

O=C1/C(=C\c2cccn2CCCCCCn2c3ccccc3c(=O)c3ccccc32)c2ccccc2N1c1c(Cl)cccc1Cl
  A: 89; B: 98; C: 99; D: 96; E: 75; F: 95; G: 102; H: 108

CC(=O)/C(=C\n1c(=S)[nH]c2ccccc21)C(=O)Nc1ccccc1
  A: 94; B: 95; C: 101; D: 104; E: 94; F: 96; G: 87; H: 100

Cc1cc(C)c2c(C(=O)/C=C/c3ccc4c(c3)Sc3ccccc3N4C)cc(C(=O)c3ccc(Br)cc3)n2c1
  A: 103; B: 100; C: 142; D: 98; E: 100; F: 102; G: 97; H: 99

COc1cc(C2CC(=O)Nc3c2cc(Br)c2ccccc32)cc(Br)c1OC (stereo unspecified)
  A: 42; B: 48; C: 59; D: 3.5*; E: x; F: x; G: 24; H: 73

CCOC(=O)c1c2c(c(C)n1C)-c1ncncc1CC2
  A: 19; B: 113; C: 91; D: 100; E: x; F: 100; G: 71; H: 160

COc1ccc(C2CC(=O)Nc3nc(N)sc32)cc1 (stereo unspecified)
  A: x; B: 93; C: 108; D: 97; E: 81; F: 99; G: 92; H: 101

O=P(O)(OCC(Br)CBr)OCC(Br)CBr (stereo unspecified)
  A: x; B: 102; C: 115; D: 103; E: 108; F: 103; G: 100; H: 114

O=c1cc/c(=N\Nc2ccccc2)c(=O)/c1=N/Nc1ccccc1
  A: 100; B: 82; C: 126; D: 123; E: -1.0*; F: 87; G: 85; H: 103

Cc1ccc(NCC(O)C(O)C(O)CO)cc1C (stereo unspecified)
  A: 101; B: 91; C: 85; D: 109; E: 107; F: 111; G: 101; H: 108

O=C(/C=C(/C=C/c1csc2ccccc12)OB(F)F)/C=C/c1csc2ccccc12
  A: 24; B: 8.9*; C: 73; D: 70; E: 45; F: 31; G: 91; H: 4.8*

COc1ccc(-c2nc3ccc(-c4nnc(SCC(=O)Nc5ccc(Cl)cc5)o4)cc3[nH]2)cc1OC
  A: 86; B: x; C: 104; D: 79; E: 88; F: 74; G: 82; H: 85

COc1ccc(C2CC(c3cc(OC)c(OC)c(OC)c3)=NO2)cc1OCCCCOc1cc2c(cc1OC)C(=O)N1CCC[C@H]1C=N2 (stereo partly specified)
  A: 17; B: -16*; C: -35*; D: 20; E: 20; F: -80*; G: 23; H: -23*

O=[N+]([O-])c1ccc(OCCBr)cc1
  A: x; B: 102; C: 105; D: 105; E: x; F: 108; G: 98; H: 114

O=C1c2ccccc2C(=O)c2c(NCCN=Cc3ccccc3O)cccc21
  A: 56; B: 36; C: 108; D: 49; E: 32; F: 62; G: 22; H: 92

CCN(CC)C(=O)CCCCCCCC(=O)N(CC)CC
  A: x; B: 98; C: 108; D: 103; E: 97; F: x; G: 99; H: 104

Source: PubChem BioAssay (NCI)
